# Compound activity: PubChem BioAssay, National Center for Advancing Translational Sciences (NCATS)
# Vif-A3G inh: qHTS for Inhibitors of Vif-A3G Interactions: qHTS; DNA dC->dU-editing enzyme APOBEC-3G (Homo sapiens), Q9HC16; HeLa A3G-eYFP + Vif (tagged APOBEC3G with the HIV-1 protein that degrades it), YFP fluorescence, overnight; Potency, µM (titrated, usually from 46.1 µM), inactives show at the highest dose activity, negative = active, most hits filed as inhibitors; actives 0.076% (n = 410,000); AID 602310, 2012;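 also: potency is read from the fitted curve at half-maximal effect; % is scaled to controls: 0 for no effect and ±100 for the full control effect; nearly all actives have a fitted effect of over 60% in size; hits raise eYFP signal because A3G escapes Vif-driven loss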
#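 HeLa cells stably expressing Vif and C-terminally eYFP-tagged A3G, seeded overnight at 37 deg C, then exposed to compound by pintool overnight at 37 deg C. Rise in yellow fluorescence (Ex 488/Em 500-530, Acumen) marks blocked Vif-driven A3G degradation.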
# Vif-A3F inh: qHTS for Inhibitors of Vif-A3F Interactions: qHTS | actives 0.2% (n = 390,000) | AID 602313, 2012 | HeLa A3F-eYFP + Vif (tagged APOBEC3F with the HIV-1 protein that degrades it), YFP fluorescence increase | Potency, µM (series often up to 46.1 µM), without a hit: at the highest dose activity, negative = active; also: potency is read from the fitted curve at half-maximal effect; % of control where 0% means no effect; nearly all actives have a fitted effect of over 65% in size
#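 Fluorescence increase (Ex 488/Em 500-530) after overnight compound treatment at 37 deg C flags inhibition of Vif-driven A3F-eYFP loss in stable HeLa A3F-eYFP/Vif cells seeded overnight beforehand.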
# GRP78 ERSR act: qHTS for Inducers of the Endoplasmic Reticulum Stress Response (ERSR) in Human Glioma: qHTS. U87-MG GRP78 promoter luciferase reporter, 16 h. Potency, µM, for the others: at the top dose activation, actives largely listed as activators. actives 0.02% (n = 420,000); also: potency is read from the fitted curve at half-maximal effect; series mostly up to about 76 µM; % of control where 0% means no effect; nearly all actives have a fitted effect of over 35% in size
#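 Stably transfected U87-MG human glioma cells carrying a GRP78-based luminescent sensor were seeded at 1000 cells/well, pin-dosed with compounds and incubated 16 h. Luciferase reagent was then added, and end-point luminescence was read after 10 min at room temperature.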
# D1 antagonist: Antagonist of Human D 1 Dopamine Receptor: qHTS. D(1A) dopamine receptor (Homo sapiens), P21728. HEK293 TREx D1 cells, calcium flux, dopamine EC80; stronger effect = lower value. activity change, negative = inhibition, % at 10 µM. actives 3.2% (n = 360,000); in the data active = activity change below about -30%; also: % is scaled to controls: 0 for no effect and ±100 for the full control effect
# Target sequence (P21728 whole entry, looked up): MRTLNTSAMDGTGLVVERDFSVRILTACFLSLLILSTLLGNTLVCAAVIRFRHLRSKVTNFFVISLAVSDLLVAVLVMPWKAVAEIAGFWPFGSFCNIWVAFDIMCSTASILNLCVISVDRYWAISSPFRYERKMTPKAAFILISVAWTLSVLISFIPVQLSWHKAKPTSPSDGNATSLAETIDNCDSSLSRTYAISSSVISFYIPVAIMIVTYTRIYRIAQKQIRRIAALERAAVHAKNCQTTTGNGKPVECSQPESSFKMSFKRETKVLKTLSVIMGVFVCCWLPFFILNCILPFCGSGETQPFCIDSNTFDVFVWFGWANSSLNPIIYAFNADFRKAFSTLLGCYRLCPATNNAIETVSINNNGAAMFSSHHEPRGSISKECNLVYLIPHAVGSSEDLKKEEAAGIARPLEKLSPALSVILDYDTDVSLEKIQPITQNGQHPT
#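 Kinetic fluorescence of a calcium dye serves as the read-out. D1-expressing Hek293 Trex cells, induced overnight at 30 C, are exposed to compound for 180 s before an EC80 dopamine addition, then read 180 s further.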
# RXFP1 agonist: qHTS Assay for Agonists of the Relaxin Receptor RXFP1 | AID 2676, 2010 | Relaxin receptor 1 (Homo sapiens), Q9HBX9 | HEK293T-RXFP1 cAMP TR-FRET, 30 min; response scale: percent of porcine relaxin response, buffer zero | actives 0.3% (n = 370,000) | Potency, µM (top dose mostly 57.5 µM), inactives show at the highest dose activation, most hits filed as activators; also: potency is read from the fitted curve at half-maximal effect; % is scaled to controls: 0 for no effect and ±100 for the full control effect; nearly all actives have a fitted effect of over 60% in size; many of its hits are not listed in these tables
#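 HEK293T cells stably expressing RXFP1 were pretreated with the PDE4 inhibitor Ro 20174, exposed to compounds for 30 min at 37C, lysed, and cAMP was read by TR-FRET. Data normalized to buffer (basal) and 29 nM porcine relaxin (100%).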
# D1 agonist: Allosteric Agonists of the Human D1 Dopamine Receptor: qHTS | activation, % at 2 µM | actives 1% (n = 360,000) | HEK293 T-REx D1 cells, calcium flux, agonist mode | D(1A) dopamine receptor (Homo sapiens), P21728; in the data active = activation above about 30%; also: 0% is about no effect
#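 Tetracycline-induced HEK293 TREx D1 cells, force-coupled to calcium signalling, were dye-loaded with a no-wash calcium kit. Compound was pin-added after a 10 s baseline. Fluorescence was read kinetically at 1 cycle/s for 180 s, with calcium rises flagged as agonism.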
# D1 potentiator: Potentiators of Human D1 Dopamine Receptor: qHTS; HEK293 TREx D1 cells, calcium flux, dopamine EC20 potentiation; D(1A) dopamine receptor (Homo sapiens), P21728; potentiation, % at 10 µM; AID 504651, 2011; actives 0.036% (n = 360,000); in the data active = potentiation above about 30%; also: 0% is about no effect
# LDHA inh: qHTS assay for inhibitors of human lactate dehydrogenase. L-lactate dehydrogenase A chain (Homo sapiens), P00338. purified LDHA, NADH/diaphorase-resazurin fluorescence; stronger effect = lower value. activity change, % (values are at about 110 or 230 µM). actives 0.15% (n = 480,000). AID 1347041, 2019; in the data active = activity change below about -30%; inconclusive = mostly about -25% to -30%;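 also: plate controls were DMSO wells for no effect and wells without enzyme for full effect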
#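 LDH5 2 nM; NADH 0.06 mM, pyruvate 0.2 mM; 200 mM Tris pH 7.4, EDTA, Tween-20; 5 min RT. Detection: diaphorase 0.133 mg/mL + resazurin 37 µM, fluorescence ex540/em590 at 0 and 20 min; normalized to enzyme-free and DMSO wells.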
# D2 PAM: HTS Assay for Positive Allosteric Modulators of the Human D2 Dopamine Receptor: Primary Screen for Potentiators | D(2) dopamine receptor (Homo sapiens), P14416 | HEK293 T-REx D2, calcium flux, EC20 dopamine potentiation | potentiation, % at 10 µM | actives 0.34% (n = 340,000);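 active = potentiation over 3 SD above the plate norm, cut at about 30% in these data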; also: 0% is about no effect
# Target sequence (P14416 whole entry, looked up): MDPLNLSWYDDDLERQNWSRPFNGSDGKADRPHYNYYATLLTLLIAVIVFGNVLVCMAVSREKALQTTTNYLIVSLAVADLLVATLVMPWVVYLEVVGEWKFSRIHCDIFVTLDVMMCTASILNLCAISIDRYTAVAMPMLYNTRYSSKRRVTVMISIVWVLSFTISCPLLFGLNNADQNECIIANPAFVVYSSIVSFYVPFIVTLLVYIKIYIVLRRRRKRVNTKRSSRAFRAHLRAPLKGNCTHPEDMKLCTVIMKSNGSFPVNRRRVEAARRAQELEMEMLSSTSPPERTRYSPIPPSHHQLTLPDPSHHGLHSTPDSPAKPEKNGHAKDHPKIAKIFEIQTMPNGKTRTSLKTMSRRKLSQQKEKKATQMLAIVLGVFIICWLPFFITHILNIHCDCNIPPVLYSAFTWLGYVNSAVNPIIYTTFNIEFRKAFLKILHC
#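 Primary screen. Calcium kinetics in induced HEK293 T-REx D2 cells: compound pre-addition 180 s, EC20 dopamine, 180 s more.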
# Numbers without * were called inactive; ? = inconclusive; . = not tested or not shown; & = joins results of further samples. Unless noted, calls follow the shape of the dose curve; as a rule, active = well fitted curve in the direction sought with a large enough effect; inconclusive = small, poorly fitted or top-dose-only effect, or another doubt; inactive = no such curve, though single readings can be large; an effect the other way counts as inactive or inconclusive. The list is partial (hit frequency here may not be typical).
mol	Vif-A3G inh	Vif-A3F inh	GRP78 ERSR act	D1 antagonist	RXFP1 agonist	D1 agonist	D1 potentiator	LDHA inh	D2 PAM
CC(C)CC(=O)NCC(c1ccc2c(c1)OCO2)N1CCN(c2ccccc2)CC1 (configuration not stated)	3%	4%	-5%	2	0.3%	0	0	-4	-15
COc1ccc(CNC(=O)C2CCN(S(=O)(=O)c3ccc4c(c3)CCCN4C(C)=O)CC2)cc1	-1%	-6%	2%	7	2.5%	0	-1	-4	-6
Cc1ccc(-n2nc(C(=O)N3CCN(c4cc(Cl)ccc4C)CC3)c3c4ccccc4n(C)c3c2=O)cc1	.	.	.	11	4.1%	1	2	-2	-11
CC(=O)c1cccc(NC(=O)C2CCCN(C(=O)c3cnn(-c4ccccc4)c3-n3cccc3)C2)c1 (configuration not stated)	3%	5%	-2%	-17	0.6%	6	-3	-2	-8
CCc1cccc(CC)c1N1C(=O)COCC1=O	1%	-4%	-2%	.	.	.	.	-5	.
O=C1c2ccccc2S(=O)N1c1cccc(F)c1 (configuration not stated)	-2%	-10%	-2%	.	.	.	.	-6	.
Cc1sc2ncnc(OCC(=O)N3CCN(S(=O)(=O)c4ccccc4)CC3)c2c1C	-1%	9%	-2%	5	3.7%	0	2	1	6
CCc1noc(C)c1C(=O)OC(C)C(=O)Nc1cc([N+](=O)[O-])ccc1OC (configuration not stated)	-1%	4%	-5%	-1	0.9%	4	-5	0	1
Cc1ccc(C2=NOC3(CC(=O)N(c4ccccc4)C3=O)C2)cc1 (configuration not stated)	0%	-6%	5%	-2	-0.9%	0	3	-16	-1
CCOc1ccc(S(=O)(=O)n2nnc3ccccc32)cc1C(C)C	.	.	.	-7	-0.3%	3	-4	.	-9
C/C(CC(=O)NCc1ccco1)=N\NC(=O)Cc1cccc2ccccc12	-10%	-8%	-7%	-12	1.1%	2	1	-3	-11
O=C(CCNC(=O)c1ccc([N+](=O)[O-])cc1)NC1CCCc2ccccc21 (configuration not stated)	-8%	-21%	-2%	-8	0.4%	1	1	-2	-21
Cc1ccc(SCCN2CCC(O)CCC2=O)cc1 (configuration not stated)	-6%&0%	3%	3%&1%	-9	1.3%	0	-8	-12	4
COc1ccc(CN2CC(=O)N(c3ccc(C)cc3)C2=S)cc1OC	4%	0%	-3%	-3	3.1%	4	-1	3	1
COc1ccc(OC)c(CC2C(=O)Nc3ccc(Br)cc32)c1 (configuration not stated)	-14%	-5%	-3%	-3	0.4%	4	0	13&11	9

mol	Vif-A3G inh	Vif-A3F inh	GRP78 ERSR act	D1 antagonist	RXFP1 agonist	D1 agonist	D1 potentiator	LDHA inh	D2 PAM
COc1ccc(S(=O)(=O)N2CCN(C)CC2)c(C)c1	1%	0%	-1%	-1	-1.1%	1	1	-12	0
CCOC(=O)N1CCN(C(=O)CSc2ccc(-c3ccccc3)nn2)CC1	-1%	-16%	9%	-18	3.3%	1	1	-5	-2
CC12CCCCC1(O)[N+](=O)C1=C(CCCC1)N2[O-] (configuration not stated)	-1%	-25%	-4%	-29	1.2%	1	-3	17	10
CCCC(=O)OC1=C(C(C)=O)N(Cc2ccccc2)S(=O)(=O)c2ccccc21	-3%	-12%	-2%	-2	-2.4%	0	2	-1	.
CC(C)(C)C(=O)N1CCN(c2nc3ccccc3o2)CC1	6%	6%	2%	-22	1.0%	5	1	-1	0
Cc1cc(C)nc(Sc2ccc(C=O)cc2[N+](=O)[O-])n1	-9%	4%	-3%	1	1.8%	0	3	-2	-6
COc1ccc(CCN(C)c2ccc(C(N)=O)cc2[N+](=O)[O-])cc1OC	-1%	-1%	-4%	-3	1.1%	1	0	1	22
Clc1ccc(/C=N/Nc2nc(Cl)nc3ccccc23)cc1	-9%	1%	11%	4	1.8%	1	-2	-7	-9
O=C(Cc1ccc(F)cc1)N[C@@H]1c2ccccc2CC[C@@H]1O	-5%	-1%	-3%	.	.	.	.	3	.
NNC(=O)CCc1nc2ccccc2[nH]1	.	.	.	-4	0.5%	0	-2	.	5
O=C(Nc1ccc(Br)cc1)c1ccc(Cl)c(S(=O)(=O)N2CCCCCC2)c1	5%	-3%	-1%	-19	26%	4	1	-5	2
CC1=NN(C(=O)c2csc(C)c2C)C(O)(C(F)(F)F)C1 (configuration not stated)	2%	0%	2%	-2	0.2%	0	-1	-6	6
CCCCNC(=O)c1ccccc1SCC(=O)NC1CCCCCCC1	-1%	0%	-7%	-2	0.3%	0	1	-10	4
c1n[nH]c(NC2=NCCC2)n1	1%	-7%	-5%	3	0.2%	4	1	5	22
CCSC1(SCC)N=C(N)C2(C#N)C(c3ccc(OC)c(OC)c3OC)C12C#N (configuration not stated)	-27%	0%	-17%	3	-3.0%	-2	-4	-4	3

# 4 of the compounds above, field by field.
COc1ccc(CNC(=O)C2CCN(S(=O)(=O)c3ccc4c(c3)CCCN4C(C)=O)CC2)cc1
- Vif-A3G inh = -1%
- Vif-A3F inh = -6%
- GRP78 ERSR act = 2%
- D1 antagonist = 7
- RXFP1 agonist = 2.5%
- D1 agonist = 0
- D1 potentiator = -1
- LDHA inh = -4
- D2 PAM = -6
O=C1c2ccccc2S(=O)N1c1cccc(F)c1 (configuration not stated)
- Vif-A3G inh = -2%
- Vif-A3F inh = -10%
- GRP78 ERSR act = -2%
- D1 antagonist = .
- RXFP1 agonist = .
- D1 agonist = .
- D1 potentiator = .
- LDHA inh = -6
- D2 PAM = .
Cc1ccc(SCCN2CCC(O)CCC2=O)cc1 (configuration not stated)
- Vif-A3G inh = -6%&0%
- Vif-A3F inh = 3%
- GRP78 ERSR act = 3%&1%
- D1 antagonist = -9
- RXFP1 agonist = 1.3%
- D1 agonist = 0
- D1 potentiator = -8
- LDHA inh = -12
- D2 PAM = 4
Clc1ccc(/C=N/Nc2nc(Cl)nc3ccccc23)cc1
- Vif-A3G inh = -9%
- Vif-A3F inh = 1%
- GRP78 ERSR act = 11%
- D1 antagonist = 4
- RXFP1 agonist = 1.8%
- D1 agonist = 1
- D1 potentiator = -2
- LDHA inh = -7
- D2 PAM = -9

# The listing continues.
mol	Vif-A3G inh	Vif-A3F inh	GRP78 ERSR act	D1 antagonist	RXFP1 agonist	D1 agonist	D1 potentiator	LDHA inh	D2 PAM
CC[n+]1c(/C=C/c2ccc(OC)c(OC)c2)ccc2ccccc21	-1%	1%	0%	-4	-1.1%	3	-1	-3	-4
Cc1ccc(C(=O)c2c(NC(=O)c3ccccc3C)sc(C)c2C)cc1	-6%	0%	-4%	10	0.0%	2	-3	-2	8
CN1CCN(CC(=O)Nc2nc3c(s2)CCCC3)CC1	2%	3%	-1%	-24	3.1%	1	-1	-2	-6
COc1ccccc1C(=O)NCCCCNC(=O)c1ccccc1OC	1%	8%	-1%	.	.	.	.	-2	.
COC(=O)c1cc(Cl)c(NC(=O)c2cc(OC)c(OC)c(OC)c2)cc1OC	0%	-4%	-4%	5	25%	1	-8	1	.
CC(C)N1C(=O)CC(Nc2ccc(N3CCOCC3)cc2)C1=O (configuration not stated)	0%	-2%	5%	-6	-1.2%	2	-2	-1	4
CCCCCCNCC(=O)N1CCC(Cc2ccccc2)CC1	-5%	-22%	?	-14	-4.4%	18	-3	-7	4
COc1cc(C(=O)COC(=O)c2ccco2)cc(OC)c1OC	1%	6%	-5%	.	.	.	.	-4	.
Cc1ccccc1NS(=O)(=O)c1cc(C(=O)NCc2ccco2)ccc1C	-7%	-2%	-2%	-6	0.4%	2	-5	6	24
CN(C)c1cccc(C(=O)Nc2nc3ccccc3[nH]2)c1	-3%	?	-12%	-4	2.2%	3	-11	2	-4
O=C(Nc1ccc(N2CCN(C(=O)c3cccs3)CC2)cc1)c1ccco1	3%	-7%	-5%	-8	1.8%	1	4	-6	-7
CC(=O)N1CCc2cc(S(=O)(=O)CCC(=O)N3CCN(c4cc(C)ccc4C)CC3)ccc21	1%	-1%	-1%	-25	4.2%	7	-4	-1	-4
Cc1cccc(-c2nc(CS(=O)CC(=O)N3CC(C)CC(C)C3)c(C)o2)c1 (configuration not stated)	3%	0%	?	42	-0.4%	-1	2	-7	12
COc1ccc(CC(=O)NCc2ccc(Cl)cc2)cc1S(=O)(=O)N1CCOCC1	-1%	-4%	-1%	3	0.1%	2	3	0	7
COc1ccc(CCNC(=O)C2CC3Cn4c(nc5ccccc54)C3N2C)cc1 (configuration not stated)	1%	0%	-3%	-9	0.6%	0	-6	-17	26

mol	Vif-A3G inh	Vif-A3F inh	GRP78 ERSR act	D1 antagonist	RXFP1 agonist	D1 agonist	D1 potentiator	LDHA inh	D2 PAM
CN1CCN(S(=O)(=O)c2ccc(Cl)s2)CC1	4%	2%	-3%	-12	-1.6%	0	-1	-1	5
COC(=O)c1ccccc1N1CCS(=O)(=O)CC1	-1%	0%	-6%	17	0.7%	1	-4	-5	6
Cc1ccc(NC(=O)COC(=O)CCC(=O)c2cccs2)cc1	1%	8%	-2%	8	2.5%	-1	-4	-1	-4
FC(F)(F)c1cccc(NC(=S)NCc2ccccn2)c1	-10%	-2%	2%	2	1.8%	4	-3	-6	-15
CCc1cccc(NC(=O)c2cc3c(=O)n(Cc4ccccc4)ccc3nc2C)c1	-5%	9%	-1%	-16	0.4%	2	-5	0	5
COC(=O)C(NC(=O)CC(C)C)(Nc1nc2c(s1)CCCC2)C(F)(F)F (configuration not stated)	-1%	2%	-2%	-11	-0.6%	1	-2	0	7
